# Screening results deposited in PubChem BioAssay by several laboratories.
# ssDAF12 agonist: S. stercoralis DAF-12 activation, primary screen. HEK293 ssDAF-12/GRIP1 lit1-tk-luc reporter, luminescence; % of 3 µM dafachronic acid response. activation, % at 6.8 µM. 370,000 tested, 1% active;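 active = activation above the mean over all tested compounds plus 3 SD, cut at about 0.9% in these data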;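 also: 0% = DMSO-only wells and 100% = 3 µM delta7-dafachronic acid wells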
# DAX1 inh-1: blocks DAX1 repression of SF-1 activated StAR promoter. 370,000 tested, 1.1% active. HEK293T StAR-luciferase reporter, SF-1/DAX-1 repression relief. inhibition, % at 6.8 µM. AID 652010;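 active = inhibition above the mean over all tested compounds plus 3 SD, cut at about 3.6% in these data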;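 also: 0% = DAX-1 cells with DMSO and 100% = cells lacking DAX-1 with DMSO; higher inhibition means more luminescence from relief of DAX-1 repression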
# hcDAF-12 act: activators of H. contortus DAF-12 nuclear receptor. HEK293 hcDAF-12 lit1-tk-luc reporter, luminescence; 0% DMSO, 100% Δ7-dafachronic acid. activation, % at 6.8 µM. 370,000 tested, 1.4% active;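 active = activation above the mean of all tested compounds plus 3 SD, cut at about 5.5% in these data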;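 also: 100% = response to 3 µM Δ7-dafachronic acid high control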
# MBD2 inh: inhibitors of human MBD2 binding to methylated oligonucleotide. Q9UBB5. TR-FRET. inhibition, % at 4.4 µM. 370,000 tested, 0.31% active. AID 686964; in the data active = inhibition above about 13%
# hgDAF-12 ag: agonists of H. glycines DAF-12 nuclear receptor | HEK293 GAL4-hgDAF12 UAS-luciferase reporter, agonist luminescence; normalized to butyrate control | activation, % at 6.8 µM | 370,000 tested, 1.8% active | AID 687014;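 active = activation above a cutoff set at the mean of all screened compounds plus 3 SD, cut at about 10% in these data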;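 also: 0% = DMSO wells and 100% = sodium butyrate wells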
# PLCb3 inh: PLC-beta3 (human) inhibition, primary screen; Q01970; Purified PLC-beta3, fluorogenic substrate, fluorescence; inhibition, % at 12.2 µM; 370,000 tested, 0.18% active; AID 720704; in the data active = inhibition above about 11%;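 also: 0% = median of compound wells on plate and 100% = full blocker control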
# SMARCA2 activ: SMARCA2 function activation, primary screen; MG213 cells, MMTV-luciferase reporter, dexamethasone, overnight; activation, % at 9.1 µM; 370,000 tested, 1% active; AID 652017; in the data active = activation above about 7.8%;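 also: 0% = vehicle wells and 100% = reference activator wells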
# PLCg1 inh: blocks human PLC-gamma1 enzyme activity. purified PLC-gamma1, fluorogenic substrate, fluorescence. 370,000 tested, 0.84% active. inhibition, % at 12.2 µM. P19174; in the data active = inhibition above about 9.5%
# Target sequence (P19174 whole entry, looked up): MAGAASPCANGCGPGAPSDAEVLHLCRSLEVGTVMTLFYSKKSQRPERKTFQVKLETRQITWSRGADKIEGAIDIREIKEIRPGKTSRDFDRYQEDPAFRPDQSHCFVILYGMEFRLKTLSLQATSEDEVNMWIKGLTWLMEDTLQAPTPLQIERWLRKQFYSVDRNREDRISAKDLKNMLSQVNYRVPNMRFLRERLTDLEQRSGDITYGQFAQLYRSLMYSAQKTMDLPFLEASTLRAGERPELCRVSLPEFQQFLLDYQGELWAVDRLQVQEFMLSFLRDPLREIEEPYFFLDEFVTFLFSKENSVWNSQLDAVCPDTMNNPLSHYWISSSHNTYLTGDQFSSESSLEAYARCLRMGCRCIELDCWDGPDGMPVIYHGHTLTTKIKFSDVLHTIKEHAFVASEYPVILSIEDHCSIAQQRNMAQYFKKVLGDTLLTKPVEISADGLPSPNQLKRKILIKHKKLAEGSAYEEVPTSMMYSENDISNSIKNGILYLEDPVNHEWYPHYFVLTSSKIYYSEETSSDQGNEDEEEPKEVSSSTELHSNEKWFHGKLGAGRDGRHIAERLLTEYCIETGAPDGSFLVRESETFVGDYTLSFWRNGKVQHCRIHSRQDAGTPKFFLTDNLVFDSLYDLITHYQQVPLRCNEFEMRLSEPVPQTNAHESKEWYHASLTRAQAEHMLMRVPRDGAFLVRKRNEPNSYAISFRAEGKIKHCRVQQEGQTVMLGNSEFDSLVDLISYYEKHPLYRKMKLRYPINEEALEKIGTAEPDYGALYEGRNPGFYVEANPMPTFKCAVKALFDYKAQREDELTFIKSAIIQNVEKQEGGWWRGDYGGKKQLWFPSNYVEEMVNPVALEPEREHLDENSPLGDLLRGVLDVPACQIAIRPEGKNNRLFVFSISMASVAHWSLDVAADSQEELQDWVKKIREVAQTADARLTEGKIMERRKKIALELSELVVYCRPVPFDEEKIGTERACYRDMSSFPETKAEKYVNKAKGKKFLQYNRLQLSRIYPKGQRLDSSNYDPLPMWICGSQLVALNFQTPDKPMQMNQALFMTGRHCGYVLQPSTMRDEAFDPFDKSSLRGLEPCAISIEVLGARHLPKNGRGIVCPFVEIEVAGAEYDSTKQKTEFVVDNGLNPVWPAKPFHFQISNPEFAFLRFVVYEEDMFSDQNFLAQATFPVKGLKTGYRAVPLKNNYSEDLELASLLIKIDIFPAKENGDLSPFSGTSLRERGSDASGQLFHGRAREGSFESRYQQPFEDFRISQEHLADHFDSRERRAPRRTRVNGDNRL
# DAX1 inh-2: inhibits human nuclear receptor DAX1; P51843; HEK293 Gal4-DAX1 luciferase reporter, luminescence; inhibition, % at 6.75 µM; 340,000 tested, 0.99% active; AID 504766;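 active = inhibition above the mean over all tested compounds plus 3 SD, cut at about 4.2% in these data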;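 also: 0% = DAX1-transfected cells with DMSO and 100% = empty-vector control cells with DMSO; inhibition shows as a rise in luminescence from relieved DAX1 repression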
# ADAM17 inh: ADAM17 inhibition, QFRET primary screen. recombinant ADAM17, EDANS/DABCYL FRET peptide cleavage. inhibition, % at 6.95 µM. 370,000 tested, 0.83% active. AID 720648;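 active = inhibition above the mean of compounds lying between control limits plus 3 SD, set per campaign, cut at about 8.5% in these data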;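 also: 0% = DMSO-only wells as the low control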
# NR1D1 modulator: modulators of human Rev-erb alpha DNA binding. P20393. Rev-erbα–FITC-DNA binding, fluorescence polarization, 90 min. activity, % at 10 µM. 370,000 tested, 0.79% active. AID 1259318;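 active = activity above about 14%, limit read from the data; passing the limit was not always enough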;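 also: 0% = DMSO wells with 35 nM protein and 100% = DMSO wells with 750 nM protein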
# Active calls of the source: *; · = no result given. Rows are unselected; 7.4% or so of the library scored in one or more.
SMILES,ssDAF12 agonist,DAX1 inh-1,hcDAF-12 act,MBD2 inh,hgDAF-12 ag,PLCb3 inh,SMARCA2 activ,PLCg1 inh,DAX1 inh-2,ADAM17 inh,NR1D1 modulator
CCc1cc2c(N[C@@H](C)C(=O)O)ncnc2s1,-0.8,0.5,-0.7,1,0.3,-4,0,-1,-0.4,-8,-3
COc1cccc(CC(=O)Nc2ccccc2N2CCCC2)c1,-1.4,0.5,-2.3,1,0.8,-4,-1,-6,-0.4,1,3
CC(C)c1ccc(C(C)NC(=S)NC2CCCCC2)cc1 (stereo not drawn),-1.5,-1.8,0.3,0,-1.5,-1,-2,6,-1.1,2,2
CCCCOc1ccc2ccccc2c1C=O,-0.9,-0.4,-1.2,-8,-1.8,4,0,4,1.4,2,-1
O=C(CN1C(=O)c2ccccc2C1=O)NCC(=O)OCC(=O)c1ccc(Br)cc1,-1.3,0.0,0.3,0,0.3,-2,-1,-1,0.3,1,-2
COc1ccc(CN(Cc2cccn2C)S(=O)(=O)c2ccccc2)cc1,-1.4,0.5,-0.7,1,-2.4,-5,-3,7,-0.3,1,-1
N#C/C(=C\c1ccccc1[N+](=O)[O-])c1nc(C2CC2)cs1,-0.8,-0.8,1.4,4,4.1,-7,1,-5,-1.1,4,0
COCCCNC(=O)Cn1ncc2ccsc2c1=O,-1.1,-1.1,-0.3,-6,-1.9,3,0,0,0.1,-1,-5
O=c1ccn([C@@H]2O[C@H](CNCc3cccn3-c3ccncc3)[C@@H](O)[C@H]2O)c(=O)[nH]1,-1.4,-0.2,-0.4,-1,0.2,-1,-2,-3,·,-1,4
CCOc1ccc(-n2nnc3c(=O)n(CC(=O)NCc4ccco4)cnc32)cc1,-1.5,0.2,-1.4,-6,-2.7,-8,0,-3,-1.2,-5,-2
CCS(=O)(=O)N1Cc2ccccc2CC1C(=O)Nc1ncc(C)s1 (stereo not drawn),-0.9,0.4,2.0,4,5.5,1,-1,2,2.9,-3,4
Cc1sc(NC(=S)NC(=O)c2ccco2)c(C(N)=O)c1C,-1.2,0.5,1.1,1,8.1,1,-1,-3,-0.6,-2,-5
O=C(O)Cc1csc(-c2ccccc2)n1,-0.2,-0.3,-1.1,9,-0.2,-2,4,-11,0.1,-5,-4
CC(=O)N1CCc2cc(S(=O)(=O)Nc3ccc(C)cc3)ccc21,-1.0,-0.9,-0.9,-4,-3.0,-2,3,7,0.0,2,4
O=C(Nc1nc2nc(-c3ccccc3)cc(=O)n2[nH]1)c1ccccc1,-1.4,-0.1,-1.4,6,1.2,0,2,-1,0.0,-4,2
Cc1csc(NC(=O)c2cccs2)n1,-0.9,1.8,1.7,6,6.3,-1,1,0,0.1,-2,2
CCCCn1c(-c2ccc(Br)cc2F)nc2c1c(=O)[nH]c(=O)n2CC(C)C,-0.8,0.3,-2.0,1,-0.3,-6,-2,1,3.1,-3,0
O=C(Nc1cccc(S(=O)(=O)N2CCCCC2)c1)C1COc2ccccc2O1 (stereo not drawn),-1.4,-0.4,-1.4,-3,1.1,-4,-2,1,-0.8,-3,4
Cc1ccc(C)c2c3c([nH]c12)-c1nonc1CC3,-1.6,0.5,-2.2,-4,1.2,-103,1,-73,0.7,-14,0
Cc1ccc2c(c1)nnn2C1CCN(S(=O)(=O)c2ccc(C(=O)NC3CCCC3)cc2)CC1,-1.5,-0.6,-1.6,3,-4.6,-1,-4,0,-0.1,-5,-6
CCCN1CCN(CC(O)COC(c2ccc(OC)cc2)c2ccc(OC)cc2)CC1 (stereo not drawn),-0.8,-0.2,-1.1,1,-0.8,-4,-3,5,-1.2,-4,-4
O=C(NC(=S)NCc1ccco1)c1ccc([N+](=O)[O-])cc1,-0.8,-2.3,0.3,-2,5.2,-1,1,-1,0.6,1,-4
CC1CN(c2ccccc2)c2nc3c(c(=O)[nH]c(=O)n3C)n2C1 (stereo not drawn),-1.0,0.1,-0.5,-2,-3.0,-6,-3,2,-0.2,-7,-2
O=C(CSc1nnnn1C1CC2C=CC1C2)Nc1ccc(C(=O)O)cc1 (stereo not drawn),-1.0,2.8,-0.5,4,0.9,-8,-2,-2,-0.5,-4,3
CSc1nc(N)nc(SCC(=O)c2ccccc2)c1C#N,-0.3,-0.8,1.2,-4,3.0,-77,5,-53,0.0,-10,12
CCOC(=O)N(C)c1c(CC)nc2c(OCc3ccc(F)c(F)c3)cccn12,-1.4,-3.3,-2.3,-6,-0.4,-3,0,0,·,-6,-1
Cc1ccc(NC(=O)CCn2nc(C)cc2C)c(C)c1,-1.4,1.3,-1.6,1,-1.1,0,0,1,0.7,-7,-4
O=C(CN1C(=O)C2C3c4ccccc4C(c4ccccc43)C2C1=O)Nc1ccccc1C(=O)O (stereo not drawn),-1.2,0.7,0.3,-1,-0.4,0,-3,-1,-0.5,-4,6
CCOC(=O)c1cc(=O)n2[nH]c(-c3ccc(C)cc3)cc2n1,-0.4,0.7,-1.5,0,-0.1,-296,0,-248,-1.4,-43,-5
O[C@H]1CN(Cc2cccs2)[C@@H](c2ccccc2)C[C@@H]1n1cc(-c2ccc(F)cc2)nn1,-1.0,-0.8,-0.1,-1,-1.5,1,-4,-2,-0.1,-4,8
COc1ccccc1CN(Cc1cc2cc3c(cc2[nH]c1=O)OCCO3)Cc1nnnn1Cc1ccco1,-0.3,-0.4,0.3,-11,0.6,-491,5,-371,-0.5,-175,-3
CC(=O)Nc1ccc(C(=O)NC(CC(=O)O)c2ccc(Cl)cc2)cc1 (stereo not drawn),-1.3,-0.4,-0.1,1,-0.9,0,0,-2,1.4,-4,4
Cc1cccc(C(=O)OCC(=O)NC(C)C2CC3CCC2C3)c1O (stereo not drawn),-0.8,3.2,-0.8,-1,-1.2,-4,-1,0,0.2,1,5
CC(C)(C)c1ccc(C(=O)CCC(=O)NCc2ccccc2)cc1,-1.5,-0.8,0.5,1,1.4,-15,1,-1,1.1,-5,-3
Cc1ncc(CO)c(/C=N/NC(=S)Nc2ccc(Cl)c(Cl)c2)c1O,-0.4,-0.6,-0.3,-1,-1.4,-257,3,-234,0.4,-207,3
COc1cc(OC)cc(/C(N)=N/O)c1,0.2,-0.5,2.8,-5,-1.5,-3,-2,1,0.3,1,6
[2H]c1c([2H])c([2H])c(-c2nc(N3CCCCCC3)sc2C(=O)c2ccccc2)c([2H])c1[2H],-1.0,-0.2,-1.1,-2,0.6,-9,-1,-4,0.2,-1,0
Cc1cc(C)cc(NC(=O)Nc2ccc3c(c2)N(C)C(=O)CS3)c1,-2.0,-1.6,-3.7,3,-3.6,-3,-1,0,-0.6,1,-4
Cc1cccc(OCC(=O)Nc2ccc3c(c2)C(=O)NC3=O)c1,-1.1,0.0,-0.6,-6,-1.6,-29,-3,-12,-0.1,-4,3
COc1ccc(/C=N/NC(=O)c2ccc(=O)n(C)c2)cc1OC,-1.4,0.2,-0.3,-3,-1.4,-12,-1,-15,-2.1,2,-2
Cc1cc(C)cc(NC(=O)C2C3C=CC4(O3)C2C(=O)N(CCN2CCCCC2)C4C(=O)NC2CCCCC2)c1 (stereo not drawn),-0.2,0.1,-1.0,3,1.5,-3,0,2,-0.2,1,0
CC1(c2ccccc2Cl)NC(=O)N(CC(=O)N2CCc3ccccc3C2)C1=O (stereo not drawn),-0.7,0.1,-0.6,3,0.2,4,-1,-5,1.0,-4,4
CCOc1ccc(S(=O)(=O)N2CCN(CN3C(=O)CC4(CCCC4)C3=O)CC2)cc1,-1.3,0.2,1.1,2,4.3,1,5,5,0.0,-4,3
CN(C)P(=O)(Nc1cccc2ccccc12)Nc1cccc2ccccc12,-0.9,-3.0,-0.1,-2,-4.9,-12,-2,-4,-0.8,-16,0
CCOc1cc(S(=O)(=O)NCCc2cccc(C)c2)c(OCC)cc1-n1cnnn1,-1.9,-0.2,-0.8,-8,-2.1,-115,-1,-90,-0.8,-152,-7
COc1cccc(/C=C/C(=O)c2cccc([N+](=O)[O-])c2)c1OC,-2.5,-2.1,-0.8,1,1.7,-2,-1,3,-0.5,0,-2
O=[N+]([O-])c1c(Nc2cccc(O)c2)cc(Cl)c2nonc12,-2.4,0.1,-2.9,-12,-6.0,-3,-11,4,-1.8,0,8
Cc1ccc(C)c(CC(=O)N2CCCC(c3cc(C(=O)NCc4cccnc4)no3)C2)c1 (stereo not drawn),-1.6,0.1,-1.4,1,-2.2,2,0,1,·,1,-1
CC1(C)CC(=O)/C(=C(\O)Cc2ccccc2)C(=NCCCCCC(=O)O)C1,-1.7,-0.5,0.2,1,-0.2,-1,-3,3,1.4,-2,-1
CC(=O)c1c[nH]c(C(=O)NCc2ccccc2Cl)c1,-1.6,-0.1,-1.9,-6,-2.2,-3,-2,5,0.5,0,0

# More results follow:
SMILES,ssDAF12 agonist,DAX1 inh-1,hcDAF-12 act,MBD2 inh,hgDAF-12 ag,PLCb3 inh,SMARCA2 activ,PLCg1 inh,DAX1 inh-2,ADAM17 inh,NR1D1 modulator
Cc1ccc(C)c(NC(=O)CCN2CCOCC2)c1,-1.1,0.6,-0.6,-1,2.2,3,3,2,0.4,-1,-4
COc1ccc(C2=Nc3ccccc3N(C(=O)c3cnccn3)C2C(=O)NC2CCCC2)cc1 (stereo not drawn),-0.1,1.0,3.3,3,2.6,-13,3,-13,·,-4,-1
CCCc1cc(NC(=O)COC(=O)c2nccnc2N)n(-c2ccccc2)n1,-1.1,-0.3,-0.8,-2,2.5,-244,-2,-194,0.2,-366,-7
CC(=O)Nc1sc(-c2ccccc2)nc1-c1ccccc1,-2.0,-0.6,-2.0,3,-0.4,-9,0,-9,0.1,-24,-7
Cc1ccc(S(=O)(=O)CC2CSc3nc4ccccc4n32)cc1 (stereo not drawn),-2.7,-3.2,-5.1,3,-9.2,-1,-5,-1,-3.6,-8,0

# An excerpt of these results, tab-delimited.
canonical_smiles	ssDAF12 agonist	DAX1 inh-1	hcDAF-12 act	MBD2 inh	hgDAF-12 ag	PLCb3 inh	SMARCA2 activ	PLCg1 inh	DAX1 inh-2	ADAM17 inh	NR1D1 modulator
Cc1ccc(C)c(CC(=O)N2CCCC(c3cc(C(=O)NCc4cccnc4)no3)C2)c1 (stereo not drawn)	-1.6	0.1	-1.4	1	-2.2	2	0	1	·	1	-1
CC1(C)CC(=O)/C(=C(\O)Cc2ccccc2)C(=NCCCCCC(=O)O)C1	-1.7	-0.5	0.2	1	-0.2	-1	-3	3	1.4	-2	-1
CC(=O)c1c[nH]c(C(=O)NCc2ccccc2Cl)c1	-1.6	-0.1	-1.9	-6	-2.2	-3	-2	5	0.5	0	0
Cc1ccc(C)c(NC(=O)CCN2CCOCC2)c1	-1.1	0.6	-0.6	-1	2.2	3	3	2	0.4	-1	-4
COc1ccc(C2=Nc3ccccc3N(C(=O)c3cnccn3)C2C(=O)NC2CCCC2)cc1 (stereo not drawn)	-0.1	1.0	3.3	3	2.6	-13	3	-13	·	-4	-1
CCCc1cc(NC(=O)COC(=O)c2nccnc2N)n(-c2ccccc2)n1	-1.1	-0.3	-0.8	-2	2.5	-244	-2	-194	0.2	-366	-7
CC(=O)Nc1sc(-c2ccccc2)nc1-c1ccccc1	-2.0	-0.6	-2.0	3	-0.4	-9	0	-9	0.1	-24	-7
Cc1ccc(S(=O)(=O)CC2CSc3nc4ccccc4n32)cc1 (stereo not drawn)	-2.7	-3.2	-5.1	3	-9.2	-1	-5	-1	-3.6	-8	0
